Screens: PubChem, Sanford-Burnham Center for Chemical Genomics
CXCR6 inh: blocks human CXCR6 beta-arrestin recruitment; inhibition, % at 20 µM; O00574; AID 602244; 0.36% of 360,000 active; CHO-K1 PathHunter CXCR6 beta-arrestin, luminescence; in the data active = inhibition above about 34%, passing the limit was not always enough;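 also: antagonist mode with CXCL16 agonist at 10 nM final; 0% = 10 nM CXCL16 with DMSO and 100% = unstimulated wells without agonist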
Target sequence (O00574 whole entry, looked up): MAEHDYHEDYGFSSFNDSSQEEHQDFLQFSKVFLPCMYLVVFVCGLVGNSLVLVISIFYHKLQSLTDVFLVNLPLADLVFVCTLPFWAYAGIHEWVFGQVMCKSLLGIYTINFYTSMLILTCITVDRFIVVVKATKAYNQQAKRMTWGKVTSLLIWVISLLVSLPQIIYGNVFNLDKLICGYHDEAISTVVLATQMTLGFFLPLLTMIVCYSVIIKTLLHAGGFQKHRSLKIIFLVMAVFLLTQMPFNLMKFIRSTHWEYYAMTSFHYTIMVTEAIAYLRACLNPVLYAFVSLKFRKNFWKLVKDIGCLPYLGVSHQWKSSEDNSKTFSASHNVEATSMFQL
697 NFkB inh: inhibitors of the PMA/ionomycin-induced NF-kB reporter in 697 B cells | inhibition, % at 4 µM | 0.33% of 330,000 active | 697 B-cell NF-kB luciferase reporter, 16 h; in the data active = inhibition above about 35%
CCR6 antagonist: antagonists of human CCR6 receptor; P51684; CHO-K1 CCR6 PathHunter beta-arrestin, luminescence, CCL20-stimulated; inhibition, % at 20 µM; 0.49% of 340,000 active;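 active = compounds whose inhibition of the agonist-driven luminescence signal at 20 µM reaches about 50%, limit read from the data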;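 also: cells stimulated with CCL20 at 14 nM final; plate controls were DMSO with CCL20 for no effect and DMSO without agonist for full effect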
APJ antagonist: antagonists of human APJ apelin receptor. CHO-K1 APJ beta-arrestin complementation, luminescence. 0.32% of 330,000 active. P35414. inhibition, % at 20 µM. AID 2521;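 active = inhibition above about 40% at 20 µM, limit read from the data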;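 also: cells challenged with 10 nM apelin-13 agonist together with compound; plate controls were apelin-13 plus DMSO wells for no effect and DMSO wells lacking apelin-13 for full effect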
Target sequence (P35414 whole entry, looked up): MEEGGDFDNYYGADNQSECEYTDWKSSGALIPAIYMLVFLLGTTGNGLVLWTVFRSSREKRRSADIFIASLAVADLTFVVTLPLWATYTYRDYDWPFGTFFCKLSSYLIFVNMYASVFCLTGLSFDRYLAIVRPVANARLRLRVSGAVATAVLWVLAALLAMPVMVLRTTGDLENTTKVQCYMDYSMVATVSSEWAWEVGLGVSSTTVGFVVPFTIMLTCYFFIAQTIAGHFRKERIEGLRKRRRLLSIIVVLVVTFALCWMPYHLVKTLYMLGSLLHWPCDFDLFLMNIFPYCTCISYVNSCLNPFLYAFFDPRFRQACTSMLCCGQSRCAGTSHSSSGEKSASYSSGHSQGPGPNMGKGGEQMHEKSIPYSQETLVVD
UBC13 polyUb: human UBC13 polyubiquitination inhibition | P61088 | UBC13 polyubiquitin chain formation, TR-FRET | inhibition, % at 20 µM | 0.47% of 330,000 active; in the data active = inhibition above about 45%, passing the limit was not always enough
Target sequence (P61088 whole entry, looked up): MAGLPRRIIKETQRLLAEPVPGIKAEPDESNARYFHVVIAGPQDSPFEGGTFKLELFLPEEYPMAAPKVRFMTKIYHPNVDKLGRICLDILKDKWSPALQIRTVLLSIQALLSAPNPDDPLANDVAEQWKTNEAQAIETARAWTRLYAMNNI
Gli-Sufu antag: Gli-Sufu pathway antagonism | Sufu-KO-LIGHT fibroblasts, Gli luciferase reporter luminescence | inhibition, % at 5 µM | 0.74% of 340,000 active;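 active = inhibition above about 55%, limit read from the data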;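 also: 0% = DMSO-treated cells and 100% = wells with medium but no cells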
EBI2 block: antagonists of human EBI2 receptor; inhibition, % at 5 µM; P32249; 0.81% of 360,000 active; AID 651636; EBI2 beta-arrestin recruitment, luminescence, 7a,25-OHC stimulated; in the data active = inhibition above about 38%;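 also: enzyme fragment complementation signal reports receptor beta-arrestin coupling in cells; 0% = agonist plus DMSO wells and 100% = wells without agonist; some results beyond the cut were filed as inactive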
Jurkat NFkB inh: lowers PMA/ionomycin-induced NF-kB signal in Jurkat cells | PMA/ionomycin-induced NF-kB luciferase reporter, luminescence | inhibition, % at 4 µM | 0.53% of 330,000 active | AID 435003; in the data active = inhibition above about 50%
* marks the source's active call; other numbers are inactive results; · = not tested or not shown.

entry | structure | Gli-Sufu antag | 697 NFkB inh | CXCR6 inh | UBC13 polyUb | APJ antagonist | EBI2 block | CCR6 antagonist | Jurkat NFkB inh
1 | CCSc1ccccc1C(=O)Nc1cccc(OC)c1 | -3 | -1 | -1 | 0 | 8 | -26 | 7 | 3
2 | CCn1c(O)c(N=NC(=O)CNc2ccc(C)cc2)c2ccccc21 | 2 | -8 | 8 | -4 | 3 | 3 | 18 | -13
3 | COc1ccc(S(=O)(=O)Nc2ccc(F)cc2F)cc1C(=O)N1CCOCC1 | 61* | 8 | -5 | 4 | 2 | 9 | 12 | 8
4 | COCC(C)n1c(=O)sc2ccccc2c1=O (centres undefined) | -3 | 8 | 0 | 7 | -9 | -2 | 13 | -3
5 | COC(CN(C(=O)CCl)C(C(=O)NC1CCCCC1)c1ccc(Cl)cc1)OC (centres undefined) | 1 | -1 | 1 | 10 | -6 | 5 | -9 | 8
6 | N#Cc1c(N)nc(SCc2ccccn2)c(C#N)c1-c1cccs1 | 8 | -25 | 4 | 14 | 2 | 4 | 12 | 15
7 | COc1ccc2c(C(=O)NCCCCO)c(-c3ccc(S(C)(=O)=O)cc3)sc2c1 | -13 | -1 | -5 | 32 | 12 | -1 | 8 | -7
8 | CSCCCNC(=S)Nc1cccc(S(=O)(=O)NC2=NCCC2)c1 | 0 | -1 | 0 | -1 | -3 | -2 | -6 | -14
9 | COCCNC(=O)C1CCC(CNS(=O)(=O)c2c(C)cc(C)cc2C)CC1 (centres undefined) | 1 | -19 | 0 | -3 | 2 | 3 | -8 | -17
10 | C[C@H](CO)N1C[C@H](C)[C@@H](CN(C)Cc2ccc(-c3ccccc3)cc2)Oc2c(NS(=O)(=O)c3cccs3)cccc2C1=O | 16 | -4 | 1 | 8 | 13 | -8 | 4 | 8
11 | Cc1nn(-c2ccccc2)c(C)c1/C=N/n1c(-c2ccc(C(C)(C)C)cc2)n[nH]c1=S | 5 | -2 | 18 | -11 | 7 | 14 | 38 | -2
12 | O=C(Nc1ccc2c(c1)Cc1cc([N+](=O)[O-])ccc1-2)C(F)(F)F | -31 | · | -6 | · | · | -6 | -9 | ·
13 | O=C(NCc1ccccc1)c1ccc(Cl)nc1 | -4 | 18 | 4 | 5 | 22 | 3 | -15 | 20
14 | O=C(COC(=O)CNS(=O)(=O)c1cc(C(F)(F)F)ccc1Cl)NC1CC1 | -8 | 0 | -9 | -1 | -2 | -7 | 1 | -7
15 | COc1ccccc1NC(=O)Cn1c(C)nc2c(sc(=S)n2Cc2ccco2)c1=O | -1 | 6 | 7 | -7 | 7 | 9 | 19 | 16
16 | COc1cc(/C=C2\SC(=S)N(NC(=O)c3cccnc3)C2=O)ccc1O | 2 | -3 | 36 | -94 | 42* | 6 | 49 | -10
17 | CCCCCCCCNS(=O)(=O)CCNCCc1ccccc1 | 0 | · | 4 | · | · | 3 | 5 | ·
18 | Cc1[nH]c(=O)[nH]c(=O)c1S(=O)(=O)N1CCC(C(=O)N2CCN(c3cccc(C(F)(F)F)c3)CC2)CC1 | 0 | 2 | -7 | -4 | 7 | -5 | 18 | 15
19 | COc1cc(C)c(Cl)cc1S(=O)(=O)NC1CC(C)(C)NC(C)(C)C1 | · | -8 | · | 2 | 11 | · | · | 10
20 | COc1ccc(N2CCN(S(=O)(=O)c3ccc4c(c3)NC(=O)C(C)S4)CC2)cc1 (centres undefined) | -5 | -26 | -1 | 6 | -5 | -7 | 7 | 12
21 | COc1ccccc1NS(=O)(=O)c1cc(NC(=O)CC(C)(C)C)ccc1N1CCOCC1 | 15 | 15 | -1 | -1 | -11 | 13 | 11 | 19
22 | Cc1ccc(S(=O)(=O)NCc2c(-c3ccccc3)noc2C)cc1 | -3 | 4 | 0 | -5 | -3 | 1 | 14 | -3
23 | COc1ccccc1C(=O)Nn1cnnc1 | -1 | 2 | -1 | 0 | 5 | -4 | 7 | 5
24 | COc1cc(C(=O)Nc2nc3ccccc3s2)ccc1OCc1c(C)noc1C | 1 | 27 | 1 | 14 | -40 | 0 | -12 | 0
25 | CNC(=O)CN(c1cccc(Br)c1)S(C)(=O)=O | 1 | 15 | -7 | 4 | 7 | -7 | 6 | 2
26 | CCOC(=O)C1CCN(C(=O)c2cc3c(=O)n4ccccc4nc3s2)CC1 | -1 | -12 | 6 | 19 | 8 | -5 | 14 | -19
27 | CC(C)C[C@H](NC(=O)N1CCn2c1nc1ccccc12)C(=O)N[C@H](Cc1ccccc1)C(=O)O | 0 | 1 | -1 | -3 | 20 | -2 | 7 | 8
28 | COCCn1c(=NC(=O)CCS(=O)(=O)c2ccccc2)sc2cc(F)ccc21 | 8 | -31 | 7 | 0 | 18 | 3 | 1 | 7
29 | O=C(NCCN1CCc2ccccc2C1)Nc1ccc(F)cc1 | -2 | 7 | 3 | 3 | 5 | 0 | 7 | -1
30 | CC(C)OCCCNc1ncc2c(n1)CC(c1ccc(N(C)C)cc1)CC2=O (centres undefined) | -5 | -2 | 2 | 10 | -26 | 12 | 17 | -9
31 | N#Cc1c(Cn2cncn2)nc(=O)n(-c2ccc(Cl)cc2)c1N | 2 | -6 | -6 | -12 | -7 | -13 | 11 | -22
32 | CC(=O)N1c2ccccc2-c2nc3ccccc3n2C1C (centres undefined) | 8 | -10 | 2 | 3 | 0 | -11 | 5 | 5
33 | O=C(c1ccc(-c2ccccc2Cl)o1)N1CCN(S(=O)(=O)c2cccs2)CC1 | -47 | -75 | -13 | -1 | 3 | 12 | 13 | -45
34 | Nc1nc(SCC(=O)NCc2ccccc2)[nH]c(=O)c1NC(=O)c1ccccc1F | -16 | 8 | 0 | -7 | -1 | -3 | -2 | -10
35 | CCCCNc1nc2ccccc2nc1NS(=O)(=O)c1ccc(F)cc1 | 9 | 0 | 5 | -2 | -2 | -14 | -4 | 0
36 | CN(C)c1nc(C(=O)Nc2ccccc2)nc(N(C)C)n1 | 5 | 13 | 1 | 3 | 15 | 1 | 11 | 6
37 | CCn1cc(C(=O)N2CCN(c3ccccc3OC)CC2)c2cc(OC)c(OC)cc2c1=O | 2 | 10 | -31 | -9 | -13 | 3 | 8 | 5
38 | COc1ccc(CC(=O)OCC(=O)c2ccc(OC)c(OC)c2)cc1 | -2 | 3 | 3 | -1 | -2 | -8 | 8 | 4
39 | c1ccc2c(c1)nc(N1CCOCC1)c1c3ccccc3[nH]c21 | 5 | -32 | 5 | -8 | -10 | 21 | 10 | -33
40 | CCCCCOC(=O)C1=C(C)N(C)C(=O)NC1c1cc(Br)c(O)c(OC)c1 (centres undefined) | -2 | 31 | 5 | 3 | 7 | -5 | -5 | 15

Single records (already shown). Values in the order: Gli-Sufu antag, 697 NFkB inh, CXCR6 inh, UBC13 polyUb, APJ antagonist, EBI2 block, CCR6 antagonist, Jurkat NFkB inh
`O=C(c1ccc(-c2ccccc2Cl)o1)N1CCN(S(=O)(=O)c2cccs2)CC1` is listed as -47, -75, -13, -1, 3, 12, 13, -45
`COc1ccc(CC(=O)OCC(=O)c2ccc(OC)c(OC)c2)cc1` is listed as -2, 3, 3, -1, -2, -8, 8, 4
`N#Cc1c(Cn2cncn2)nc(=O)n(-c2ccc(Cl)cc2)c1N` is listed as 2, -6, -6, -12, -7, -13, 11, -22

(next part)
entry | structure | Gli-Sufu antag | 697 NFkB inh | CXCR6 inh | UBC13 polyUb | APJ antagonist | EBI2 block | CCR6 antagonist | Jurkat NFkB inh
41 | CCCCC1(CC)SCC(=O)NC1=O (centres undefined) | 1 | · | -1 | · | · | 3 | 1 | ·
42 | CCOC(=O)C1=C(O)C(=O)N(CCCn2ccnc2)C1c1ccc(OC)cc1 (centres undefined) | · | 0 | · | -12 | -9 | · | · | 5
43 | C=CCSc1nc(C)c(Cc2cccc3ccccc23)c(=O)[nH]1 | -8 | 10 | 2 | 0 | -7 | 0 | -16 | 20
44 | CCN1C(=O)/C(=C/C=C2\C=CN(CC)c3ccccc32)SC1=S | 12 | · | 34 | · | · | 16 | 53* | ·
45 | O=C(NC1CCCCCCC1)C1CCCN(S(=O)(=O)c2cnc[nH]2)C1 (centres undefined) | 2 | 17 | -3 | -1 | 5 | -4 | 2 | 11
46 | CC1(C)NC(=S)NC1=S | 1 | · | 0 | · | · | 13 | 2 | ·
47 | Cc1ccc(NC(=O)C2C3CCC(O3)C2C(=O)O)cc1C (centres undefined) | 5 | -8 | 2 | 7 | -2 | 1 | 2 | 2
48 | CCN(CC)C(=O)CSc1nnc(-c2ccc(S(=O)(=O)N3CCOCC3)cc2)n1C | 12 | 11 | -5 | 4 | 19 | 10 | -6 | 0
49 | Nc1nc(-c2cccnc2)nn1C(=O)COc1ccccc1 | 0 | -4 | -4 | -21 | -4 | 2 | 8 | -8
50 | CCN(C(=O)CSc1nnnn1C)C1CCCCC1 | 9 | 1 | -4 | -15 | 1 | -4 | -2 | 3
51 | O/N=C\c1ccccc1Oc1ccc(F)cc1 | -7 | 13 | -1 | 9 | -16 | 6 | 23 | -4
52 | Cc1cc(-c2ccccc2)nc(N/N=C/c2ccccc2)n1 | 16 | -15 | 5 | 2 | 21 | 3 | -3 | -33
53 | CCCCCn1c(=O)[nH]c2cc(C(=O)Nc3ccc(OC)cc3)ccc2c1=O | 1 | 11 | 4 | 1 | 5 | 9 | -4 | -14
54 | Cc1ccccc1Cn1c(O)c(N=NC(=S)Nc2ccccc2F)c2ccccc21 | 6 | 0 | 6 | -41 | -18 | 17 | 5 | 10
55 | c1ccc(/N=C2\N=C(Nc3ccccn3)c3ccccc32)nc1 | 1 | 12 | 31 | 4 | 24 | -9 | 56* | 22
56 | CC(C)(C)NC(=O)C(c1ccco1)N(Cc1ccc(F)cc1)C(=O)c1snc(C(N)=O)c1N (centres undefined) | 3 | 18 | 4 | 31 | -4 | 13 | 6 | -7
57 | Cc1ccc(NC(=O)C2CCN(C(=O)[C@@H]3Cc4ccccc4CN3)CC2)c(C)c1 | 0 | 7 | 3 | 9 | 16 | -4 | 6 | -7
58 | COc1ccc(CNC(=O)C2CCC(=O)N(CCCN3CCCC3=O)C2)cc1 (centres undefined) | 18 | -20 | 0 | -3 | 13 | -6 | -9 | 2
59 | Cc1ccc(NC(=O)c2ccc3nsnc3c2)c(Cl)c1 | -83 | -143 | -1 | 9 | 10 | -4 | 16 | -126
60 | O=C(Nc1ccccc1F)NC1CCN(Cc2nnnn2Cc2ccc(F)cc2)CC1 | 16 | 24 | 6 | 1 | 11 | 1 | 7 | -22
61 | O=C(CC1C[C@H](C(=O)N2CCCCC2)[C@@]2(CCc3ccccc3)c3[nH]c4ccccc4c3CCN2C1=O)NCCCn1ccnc1 (some centres undefined) | 1 | -5 | 1 | 29 | 19 | -5 | 5 | 5
62 | CN(CCOc1ccccc1)C(=O)c1cc(-c2ccco2)nc2ccccc12 | -2 | 7 | 5 | 3 | 11 | -4 | 6 | -13

5 compounds from above, sorted by their value in EBI2 block, descending.
| no. | Compound | 697 NFkB inh | CXCR6 inh | UBC13 polyUb | APJ antagonist | EBI2 block | CCR6 antagonist | Jurkat NFkB inh |
| --- | --- | --- | --- | --- | --- | --- | --- | --- |
| 39 | c1ccc2c(c1)nc(N1CCOCC1)c1c3ccccc3[nH]c21 | -32 | 5 | -8 | -10 | 21 | 10 | -33 |
| 21 | COc1ccccc1NS(=O)(=O)c1cc(NC(=O)CC(C)(C)C)ccc1N1CCOCC1 | 15 | -1 | -1 | -11 | 13 | 11 | 19 |
| 9 | COCCNC(=O)C1CCC(CNS(=O)(=O)c2c(C)cc(C)cc2C)CC1 (centres undefined) | -19 | 0 | -3 | 2 | 3 | -8 | -17 |
| 61 | O=C(CC1C[C@H](C(=O)N2CCCCC2)[C@@]2(CCc3ccccc3)c3[nH]c4ccccc4c3CCN2C1=O)NCCCn1ccnc1 (some centres undefined) | -5 | 1 | 29 | 19 | -5 | 5 | 5 |
| 14 | O=C(COC(=O)CNS(=O)(=O)c1cc(C(F)(F)F)ccc1Cl)NC1CC1 | 0 | -9 | -1 | -2 | -7 | 1 | -7 |
